Bioassay records: PubChem BioAssay, several laboratories
Rin1 Abl inh: inhibitors of human Rin1-Abl protein interaction | P00519+Q13671 | TR-FRET Rin1/Abl binding, biochemical | inhibition, % at 7.35 µM | actives 0.4% (n = 360,000) | AID 588664; in the data active = inhibition above about 5%, passing the limit was not always enough
MT1-MMP act inh: blocks activation of human MT1-MMP | P50281 | HT1080 RFP-PRO-GFP cells, GFP/RFP ratio fluorescence, overnight; percent of plate control window, DMSO zero | GFP/RFP ratio change, % at 20 µM | actives 0.061% (n = 360,000) | AID 651647;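 active = GFP/RFP ratio change of at least 30% with cell ATP level not reduced by more than half and red fluorescence within 50% of control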; also: strong numbers were not always called active
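Assay system: HT1080 RFP-PRO-GFP cells | Dosing: 20 µM single dose, 1% DMSO | Incubation: Cells overnight before dosing, compound overnight, 37 °C, 5% CO2 | Evaluation: GFP/RFP fluorescence ratio | Control set: DMSO-only wells and HT1080 RFP-L50D-GFP cell wells as references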
Neddylation inh: inhibitors of human cullin neddylation; AID 651699; calls only at 25 µM; TR-FRET cullin neddylation, biochemical; actives 0.58% (n = 360,000); in the data active = inhibition above about 36%
Target sequence (P61081 whole entry, looked up): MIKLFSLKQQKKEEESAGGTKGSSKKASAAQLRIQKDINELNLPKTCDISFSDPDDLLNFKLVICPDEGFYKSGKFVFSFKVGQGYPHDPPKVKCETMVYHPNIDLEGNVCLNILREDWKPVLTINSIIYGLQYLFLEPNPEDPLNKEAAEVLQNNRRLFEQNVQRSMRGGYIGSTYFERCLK
Target sequence (Q13564 whole entry, looked up): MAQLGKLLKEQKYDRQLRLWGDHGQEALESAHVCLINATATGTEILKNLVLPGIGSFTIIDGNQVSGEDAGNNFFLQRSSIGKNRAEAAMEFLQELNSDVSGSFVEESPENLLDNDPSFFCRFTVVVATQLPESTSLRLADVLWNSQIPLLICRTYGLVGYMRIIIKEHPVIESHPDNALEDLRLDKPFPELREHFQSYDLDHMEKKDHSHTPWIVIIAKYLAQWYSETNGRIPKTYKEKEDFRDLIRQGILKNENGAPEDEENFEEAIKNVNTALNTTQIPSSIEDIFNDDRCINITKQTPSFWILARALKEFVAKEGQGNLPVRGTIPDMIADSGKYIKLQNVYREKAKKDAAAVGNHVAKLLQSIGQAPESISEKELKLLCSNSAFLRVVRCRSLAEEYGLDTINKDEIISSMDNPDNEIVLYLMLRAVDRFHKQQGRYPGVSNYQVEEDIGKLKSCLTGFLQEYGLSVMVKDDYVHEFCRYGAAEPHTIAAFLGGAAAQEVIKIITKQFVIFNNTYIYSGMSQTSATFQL
FAS TE block: inhibitors of human fatty acid synthase thioesterase domain. recombinant FAS-TE, OMFH fluorogenic substrate, fluorescence endpoint. actives 0.67% (n = 360,000). inhibition, % at 15 µM;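 active = compounds whose normalised, plate-corrected inhibition of enzyme fluorescence in the single-dose primary screen is 50% or more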;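 also: 0% = DMSO with enzyme and 100% = substrate without enzyme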
Rpn11 block: Rpn11 (human) deubiquitinase inhibition | human 26S proteasome, Ub4-pepOG fluorescence polarization; 20S core pre-blocked with epoxomicin | calls only at 20 µM | actives 0.59% (n = 360,000) | AID 588493;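 active = inhibition at 20 µM, scaled to each plate's controls, above about 33%, limit read from the data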
SKN-1 inh: inhibitors of C. elegans SKN-1; C. elegans VP596 Pgst-4::GFP/RFP ratio, acrylamide-induced, 24 h; inhibition, % at 21.8 µM; actives 0.49% (n = 360,000);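 active = interference check ratio from 0.5 to 1.5 plus GFP to RFP signal ratio inhibition reaching or exceeding a fixed threshold, cut at about 30% in these data, passing the limit was not always enough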; also: some compounds called inactive have numbers as strong as hits
NadD inh: blocks S. aureus nicotinate mononucleotide adenylyltransferase; purified NadD enzyme, colorimetric absorbance read-out; inhibition, % at 20 µM; actives 0.78% (n = 360,000); AID 602399; in the data active = inhibition above about 26%; also: some compounds past the cut are filed as inactive
CSN inh: blocks human CSN-mediated cullin deneddylation; AID 651999; Q92905; inhibition, % at 12.5 µM; actives 0.38% (n = 360,000); Purified CSN, SCF-Nedd8-OG deneddylation, fluorescence polarization;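 active = pattern-corrected inhibition above about 35%, with an unprinted fluorescence ratio check between 0.5 and 1.5, limit read from the data, passing the limit was not always enough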;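 also: 0% = enzyme with substrate and 100% = substrate without enzyme; some results filed as inactive read as strong as hits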
Target sequence (Q92905 whole entry, looked up, one chain of several): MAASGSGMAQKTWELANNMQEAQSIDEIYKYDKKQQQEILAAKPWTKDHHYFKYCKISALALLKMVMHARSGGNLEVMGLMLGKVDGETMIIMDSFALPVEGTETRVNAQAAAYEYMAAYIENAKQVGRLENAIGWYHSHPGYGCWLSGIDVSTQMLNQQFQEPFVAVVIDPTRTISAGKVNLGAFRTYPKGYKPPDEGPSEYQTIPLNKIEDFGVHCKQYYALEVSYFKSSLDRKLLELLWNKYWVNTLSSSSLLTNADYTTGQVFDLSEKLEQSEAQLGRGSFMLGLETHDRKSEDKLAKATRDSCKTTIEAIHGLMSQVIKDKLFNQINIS
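Material: human Csn5 produced in HEK293T cells; Input: enzyme 0.24 nM; Reagent: SCFSkp2-Nedd8OG substrate at 10 nM final; Dosing: 12.5 µM compound; Incubation: 90 min reaction at room temperature; Detection: fluorescence polarization of the substrate; Evaluation: % inhibition of substrate cleavage by Csn5; Control set: substrate-only high control, full reaction low control.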
PABP1 MLLE inh: inhibitors of microRNA-mediated deadenylation, human PABP1 MLLE binding; actives 0.36% (n = 360,000); inhibition, % at 20 µM; GST-MLLE / FITC-PAM2 fluorescence polarization; AID 588489; in the data active = inhibition above about 35%, passing the limit was not always enough;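 also: plate controls were DMSO wells with GST-MLLE for no effect and wells lacking GST-MLLE protein for full effect; some results filed as inactive read as strong as hits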
* hit, by the source's call.

Screening O=C(Nc1ccccc1Cl)c1csc(-c2cccnc2)n1 returned Rin1 Abl inh -2, MT1-MMP act inh -3, Neddylation inh inactive, FAS TE block 1, Rpn11 block inactive, SKN-1 inh -4, NadD inh -8, CSN inh 1 and PABP1 MLLE inh 9.
For O=C(Nc1ccc(F)cc1)c1cccc2ccccc12 the results were Rin1 Abl inh -1, MT1-MMP act inh 1, Neddylation inh inactive, FAS TE block 10, Rpn11 block inactive, SKN-1 inh -6, NadD inh -3, CSN inh 1 and PABP1 MLLE inh -6.
Screening COc1ccc(-c2nn(-c3ccccc3)cc2C(=O)NC2CC2)cc1 returned Rin1 Abl inh 0, MT1-MMP act inh -1, Neddylation inh inactive, FAS TE block -2, Rpn11 block inactive, SKN-1 inh 2, NadD inh -6, CSN inh -3 and PABP1 MLLE inh 5.
For COc1cccc(N2CCN(C3CCCC(C)C3)CC2)c1 (stereo unspecified) the results were Rin1 Abl inh 2, MT1-MMP act inh 1, Neddylation inh inactive, FAS TE block -7, Rpn11 block inactive, SKN-1 inh 4, NadD inh -3, CSN inh 3 and PABP1 MLLE inh 16.
Screening CCCCn1c(NC(=O)C2CCCCC2)nc2ccccc21 returned Rin1 Abl inh 1, MT1-MMP act inh 2, Neddylation inh inactive, FAS TE block -1, Rpn11 block inactive, SKN-1 inh -25, NadD inh -4, CSN inh -5 and PABP1 MLLE inh -6.
`C=C1CCN([C@@H](C)C(=O)NCc2cc(OC)c(OC)c(OC)c2)S(=O)(=O)c2ccccc21` gave Rin1 Abl inh 4, MT1-MMP act inh -2, Neddylation inh inactive, FAS TE block -12, Rpn11 block inactive, SKN-1 inh -13, NadD inh 0, CSN inh 0 and PABP1 MLLE inh 12.
For CC(C)Cc1ccc(C(C)C(=O)Nc2nccs2)cc1 (stereo unspecified) the results were Rin1 Abl inh 4, MT1-MMP act inh 1, Neddylation inh inactive, FAS TE block -1, Rpn11 block inactive, SKN-1 inh 15, NadD inh 0, CSN inh 1 and PABP1 MLLE inh -4.
COC(=O)c1sccc1NC(=O)Nc1ccccc1F was read as Rin1 Abl inh -3, MT1-MMP act inh -3, Neddylation inh inactive, FAS TE block -3, Rpn11 block inactive, SKN-1 inh 4, NadD inh -9, CSN inh 0 and PABP1 MLLE inh -3.
`Cc1ccc(S(=O)(=O)Nc2ccccn2)cc1[N+](=O)[O-]` gave Rin1 Abl inh 2, MT1-MMP act inh 3, Neddylation inh inactive, FAS TE block -7, Rpn11 block inactive, SKN-1 inh -3, NadD inh -1, CSN inh -1 and PABP1 MLLE inh -5.
Screening COc1ccc(Cl)cc1NC(=O)C1(c2cccs2)CCOCC1 returned Rin1 Abl inh -1, MT1-MMP act inh -5, Neddylation inh inactive, FAS TE block 28, Rpn11 block inactive, SKN-1 inh -10, NadD inh 2, CSN inh 5 and PABP1 MLLE inh 13.
`CC(=O)c1cccc(S(=O)(=O)Nc2c(C)nn(C)c2C)c1` gave Rin1 Abl inh -2, MT1-MMP act inh 2, Neddylation inh inactive, FAS TE block -6, Rpn11 block inactive, SKN-1 inh -2, NadD inh 0, CSN inh 2 and PABP1 MLLE inh 17.
Cc1cc(C)n(C(=O)CNC(=O)Cc2ccccc2)n1 was read as Rin1 Abl inh -1, MT1-MMP act inh -1, Neddylation inh inactive, FAS TE block -8, Rpn11 block inactive, SKN-1 inh 0, NadD inh -2, CSN inh 2 and PABP1 MLLE inh -20.
`COc1cc2c(cc1OC)-c1cc(Nc3ccc(N(C)C)cc3)nc(=O)n1CC2` gave Rin1 Abl inh -3, MT1-MMP act inh 3, Neddylation inh inactive, FAS TE block 2, Rpn11 block inactive, SKN-1 inh 8, NadD inh 0, CSN inh -2 and PABP1 MLLE inh -2.
`COc1ccc(CN(C(=O)c2snc(C(N)=O)c2N)C(C(=O)NC(C)(C)C)c2ccco2)cc1` (stereo unspecified) gave Rin1 Abl inh 1, MT1-MMP act inh -3, Neddylation inh inactive, FAS TE block 4, Rpn11 block inactive, SKN-1 inh 3, NadD inh -9, CSN inh -3 and PABP1 MLLE inh 9.
`O=C(CCCO)N/N=C/c1ccccc1[N+](=O)[O-]` gave Rin1 Abl inh -5, MT1-MMP act inh 1, Neddylation inh inactive, FAS TE block -10, Rpn11 block inactive, SKN-1 inh -10, NadD inh -4, CSN inh -17 and PABP1 MLLE inh 6.
For Cc1ccc(S(=O)(=O)N2CCNC(=O)C2)c(C)c1 the results were Rin1 Abl inh 3, MT1-MMP act inh -4, Neddylation inh inactive, FAS TE block -6, Rpn11 block inactive, SKN-1 inh -19, NadD inh -4, CSN inh 1 and PABP1 MLLE inh 1.
For O=C(N/N=C/c1ccc(O)cc1)NC12CC3CC(CC(C3)C1)C2 the results were Rin1 Abl inh 0, MT1-MMP act inh 6, Neddylation inh inactive, FAS TE block 30, Rpn11 block inactive, SKN-1 inh 13, NadD inh -5, CSN inh 3 and PABP1 MLLE inh 7.
CCOC(=O)C(NC(=O)CC)(Nc1sc(C)c(CC)c1C#N)C(F)(F)F (stereo unspecified) was read as Rin1 Abl inh 1, MT1-MMP act inh -2, Neddylation inh inactive, FAS TE block -2, Rpn11 block inactive, SKN-1 inh 14, NadD inh -3, CSN inh 5 and PABP1 MLLE inh 12.
`COc1cc2c(cc1NC(=O)COC(=O)C(CCSC)NC(=O)c1ccccc1Cl)oc1ccccc12` (stereo unspecified) gave Rin1 Abl inh -2, MT1-MMP act inh -3, Neddylation inh inactive, FAS TE block 32, Rpn11 block inactive, SKN-1 inh 13, NadD inh -1, CSN inh 1 and PABP1 MLLE inh -1.
CC(=O)Nc1ccc(S(=O)(=O)N[C@@H](C)C(=O)N2CCN(C/C=C/c3ccccc3)CC2)cc1 was read as Rin1 Abl inh 2, MT1-MMP act inh 5, Neddylation inh inactive, FAS TE block -4, Rpn11 block inactive, SKN-1 inh -11, NadD inh -1, CSN inh -2 and PABP1 MLLE inh 13.

3 entries drawn at random from the list so far:
`COc1cc2c(cc1OC)-c1cc(Nc3ccc(N(C)C)cc3)nc(=O)n1CC2` gave Rin1 Abl inh -3, MT1-MMP act inh 3, Neddylation inh inactive, FAS TE block 2, Rpn11 block inactive, SKN-1 inh 8, NadD inh 0, CSN inh -2 and PABP1 MLLE inh -2.
For O=C(N/N=C/c1ccc(O)cc1)NC12CC3CC(CC(C3)C1)C2 the results were Rin1 Abl inh 0, MT1-MMP act inh 6, Neddylation inh inactive, FAS TE block 30, Rpn11 block inactive, SKN-1 inh 13, NadD inh -5, CSN inh 3 and PABP1 MLLE inh 7.
`COc1cc2c(cc1NC(=O)COC(=O)C(CCSC)NC(=O)c1ccccc1Cl)oc1ccccc12` (stereo unspecified) gave Rin1 Abl inh -2, MT1-MMP act inh -3, Neddylation inh inactive, FAS TE block 32, Rpn11 block inactive, SKN-1 inh 13, NadD inh -1, CSN inh 1 and PABP1 MLLE inh -1.

Further records follow:
`CC(C)c1ccccc1NC(=O)c1cnccn1` gave Rin1 Abl inh 2, MT1-MMP act inh 3, Neddylation inh inactive, FAS TE block -5, Rpn11 block inactive, SKN-1 inh -4, NadD inh -6, CSN inh 2 and PABP1 MLLE inh -2.
COc1ccc(/C(C)=N/N2C(C)CCCC2C)c(OC)c1 (stereo unspecified) was read as Rin1 Abl inh 2, MT1-MMP act inh -4, Neddylation inh inactive, FAS TE block 0, Rpn11 block inactive, SKN-1 inh 13, NadD inh -2, CSN inh 4 and PABP1 MLLE inh -4.
Screening Fc1cccc2ncnc(OCc3ccccc3)c12 returned Rin1 Abl inh 0, MT1-MMP act inh 3, Neddylation inh inactive, FAS TE block -10, Rpn11 block inactive, SKN-1 inh 4, NadD inh -1, CSN inh 1 and PABP1 MLLE inh 0.
CN(Cc1ccccc1)Cc1c(O)ccc2ccccc12 was read as Rin1 Abl inh 0, MT1-MMP act inh 0, Neddylation inh inactive, FAS TE block 7, Rpn11 block inactive, SKN-1 inh -8, NadD inh -5, CSN inh -1 and PABP1 MLLE inh 7.
CCOC(=O)C1=C(C)N(CC)C(=S)NC1c1ccccc1OC(F)F (stereo unspecified) was read as Rin1 Abl inh 1, MT1-MMP act inh 0, Neddylation inh inactive, FAS TE block -1, Rpn11 block inactive, SKN-1 inh 0, NadD inh 1, CSN inh -7 and PABP1 MLLE inh -3.
Screening CC(=O)c1ccc(NC(=O)CN2CCN(c3ncccn3)CC2)cc1 returned Rin1 Abl inh 1, MT1-MMP act inh 3, Neddylation inh inactive, FAS TE block -5, Rpn11 block inactive, SKN-1 inh -10, NadD inh 5, CSN inh 0 and PABP1 MLLE inh -3.
Screening COc1ccc(CCNC(=O)c2ccc(N3CCCC3=O)cc2)cc1 returned Rin1 Abl inh -3, MT1-MMP act inh 4, Neddylation inh inactive, FAS TE block -5, Rpn11 block inactive, SKN-1 inh 25, NadD inh 10, CSN inh -1 and PABP1 MLLE inh -7.
Screening COCCOC(=O)C1=C(C)NC(=O)NC1c1c(Cl)nc2ccccn2c1=O (stereo unspecified) returned Rin1 Abl inh 2, MT1-MMP act inh -5, Neddylation inh inactive, FAS TE block -9, Rpn11 block inactive, SKN-1 inh -3, NadD inh 0, CSN inh -10 and PABP1 MLLE inh 41*.
For CCN(CC(=O)NC1CCS(=O)(=O)C1)S(=O)(=O)c1ccc(F)cc1 (stereo unspecified) the results were Rin1 Abl inh 1, MT1-MMP act inh 1, Neddylation inh inactive, FAS TE block -12, Rpn11 block inactive, SKN-1 inh -3, NadD inh 0, CSN inh 2 and PABP1 MLLE inh 11.
For OC(c1ccccc1)c1nccc2ccccc12 (stereo unspecified) the results were Rin1 Abl inh 1, MT1-MMP act inh 2, Neddylation inh inactive, FAS TE block -2, Rpn11 block inactive, SKN-1 inh -3, NadD inh 6, CSN inh 3 and PABP1 MLLE inh 7.
For CON(C)C(=O)C[C@@H]1C[C@H](OC(=O)c2ccc([N+](=O)[O-])cc2)CN1C(=O)OC(C)(C)C the results were Rin1 Abl inh 1, MT1-MMP act inh -1, Neddylation inh inactive, FAS TE block -2, Rpn11 block inactive, SKN-1 inh 18, NadD inh 0, CSN inh -4 and PABP1 MLLE inh 8.
Cc1c(NC(=O)c2ccco2)c(=O)n(-c2ccccc2)n1C was read as Rin1 Abl inh -1, MT1-MMP act inh -1, Neddylation inh inactive, FAS TE block -8, Rpn11 block inactive, SKN-1 inh 2, NadD inh 2, CSN inh -3 and PABP1 MLLE inh 10.
Screening COc1ccc(S(=O)(=O)N(C)CC(=O)Nc2ccc3c(c2)OCO3)cc1 returned Rin1 Abl inh 4, MT1-MMP act inh -1, Neddylation inh inactive, FAS TE block -3, Rpn11 block inactive, SKN-1 inh 1, NadD inh 6, CSN inh 5 and PABP1 MLLE inh -1.
CCCCn1c(NC(C)=O)c(C#N)c2nc3ccccc3nc21 was read as Rin1 Abl inh -1, MT1-MMP act inh -1, FAS TE block -5, Rpn11 block inactive, SKN-1 inh -14, NadD inh 1, CSN inh 2 and PABP1 MLLE inh 3.
Screening CC12CCC(C/C1=N/O)C2(C)CBr (stereo unspecified) returned Rin1 Abl inh -2, MT1-MMP act inh 4, Neddylation inh inactive, FAS TE block -3, Rpn11 block active, SKN-1 inh -2, NadD inh 1, CSN inh 4 and PABP1 MLLE inh 3.
`Cc1ccc(S(=O)(=O)C(NC(=O)c2ccccc2)=C(Cl)Cl)cc1` gave Rin1 Abl inh -1, MT1-MMP act inh 0, Neddylation inh inactive, FAS TE block 1, Rpn11 block inactive, SKN-1 inh -10, NadD inh -10, CSN inh 4 and PABP1 MLLE inh -12.
